Screening results deposited in PubChem by several laboratories.
Diaphorase act: compounds boosting diaphorase resazurin reduction – biochemical, uHTS, resorufin fluorescence, counter-screen for diaphorase-coupled primary assays, primary screen; Diaphorase/resazurin coupled assay, 16 min; stronger effect = higher value; 1 = vehicle wells, 0 = NADH-free wells; activation factor at 20 µM; 0.005% of 190,000 active;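 active = diaphorase activity raised at least twofold by the compound at 20 µM; inactive = activation factor below 2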
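Assay system: Purified diaphorase enzyme from Clostridium kluyveri | Amount: Enzyme 0.07 U/mL final | Dosing: Compound 20 µM once, DMSO 1% | Timing: 16 min reaction at room temperature | Detection: Fluorescence, excitation 544 nm and emission 590 nm | Evaluation: Higher resorufin formation from activation or reduction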
TNAP act hi DEA: TNAP activators at high phosphate acceptor level, primary screen, biochemical, luminescence, uHTS; activation factor at 20 µM; purified TNAP, CDP-star luminescence, 1 M DEA, 30 min; stronger effect = higher value; 0 = EDTA background, 1 = DMSO-only activity; 200,000 tested, under 10 active;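 active = activation factor at least 2 at 20 µM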
Target sequence (P05186 whole entry, looked up): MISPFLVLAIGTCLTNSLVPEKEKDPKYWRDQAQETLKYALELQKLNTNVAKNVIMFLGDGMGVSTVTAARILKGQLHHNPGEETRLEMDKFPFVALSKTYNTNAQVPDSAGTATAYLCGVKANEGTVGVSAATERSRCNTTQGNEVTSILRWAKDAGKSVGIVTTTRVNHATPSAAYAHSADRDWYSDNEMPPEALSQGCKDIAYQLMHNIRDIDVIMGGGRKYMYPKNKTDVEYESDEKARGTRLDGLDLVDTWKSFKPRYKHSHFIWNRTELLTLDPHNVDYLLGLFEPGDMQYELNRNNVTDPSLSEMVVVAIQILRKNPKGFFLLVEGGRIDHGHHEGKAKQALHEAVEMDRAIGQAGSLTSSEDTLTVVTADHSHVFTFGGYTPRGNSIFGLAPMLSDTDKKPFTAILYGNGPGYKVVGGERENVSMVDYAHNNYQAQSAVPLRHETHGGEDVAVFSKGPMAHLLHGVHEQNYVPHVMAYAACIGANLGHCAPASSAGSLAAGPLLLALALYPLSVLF
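Dosing: 20 µM single point. System: human TNAP. Amount: TNAP 1/800 final. Incubation: 30 min, room temperature. Read-out: TNAP activation factor scaled between EDTA and DMSO control wells. Signal: luminescence from CDP-star hydrolysis. Medium: 1 M DEA, pH 9.8, Mg2+, Zn2+. Control set: EDTA negative control, DMSO positive control.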
TNAP inh hi DEA: human TNAP enzyme inhibitors, primary screen, biochemical, luminescent, high phosphate acceptor level, uHTS; 0.03% of 200,000 active; purified TNAP, CDP-star luminescence, 1 M DEA; inhibition, % at 20 µM;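 active = over 50% inhibition of tissue-nonspecific alkaline phosphatase at 20 µM in the single-dose screen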;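 also: plate controls were DMSO wells for no effect and EDTA-quenched wells as full inhibition for full effect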
PMI activator: activators of human PMI, primary screen, biochemical, fluorescence intensity, near-Km mannose 6-phosphate; purified human PMI, coupled resazurin fluorescence, 20 min; stronger effect = higher value; 1 = vehicle control, 0 substrate-free wells; activation factor at 20 µM; 0.005% of 190,000 active; AID 1214, 2008;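 active = activation factor of 2 or more at 20 µM, relative to plate controls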
Target sequence (P34949 whole entry, looked up): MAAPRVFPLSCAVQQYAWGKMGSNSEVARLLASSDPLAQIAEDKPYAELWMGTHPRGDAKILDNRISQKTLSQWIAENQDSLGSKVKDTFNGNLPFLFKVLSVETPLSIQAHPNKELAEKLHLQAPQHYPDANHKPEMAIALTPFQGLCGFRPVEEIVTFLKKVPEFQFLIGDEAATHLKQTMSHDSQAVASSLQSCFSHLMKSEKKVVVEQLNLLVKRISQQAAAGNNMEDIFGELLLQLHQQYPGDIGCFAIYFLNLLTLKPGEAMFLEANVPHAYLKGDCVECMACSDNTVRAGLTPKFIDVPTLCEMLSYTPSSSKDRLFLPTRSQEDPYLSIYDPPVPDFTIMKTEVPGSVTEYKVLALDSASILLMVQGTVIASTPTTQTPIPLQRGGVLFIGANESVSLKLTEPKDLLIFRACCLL
bIAP inhibitor: bovine intestinal alkaline phosphatase inhibitors, primary screen, selectivity assay for TNAP inhibitor project, biochemical, bovine IAP, CDP-star luminescence; alkaline phosphatase, intestinal [Bos taurus]; purified bovine IAP, 30 min; inhibition, % at 20 µM; 190,000 tested, under 10 active; AID 1019, 2008;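 active = over 50% inhibition of intestinal alkaline phosphatase at 20 µM in the single-dose screen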
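System: purified bovine intestinal alkaline phosphatase (IAP) enzyme; Input: IAP diluted 1/65,000,000 in the well; Measured by: CDP-star luminescence signal; Compound dosing: 20 µM single dose; Incubation: 30 min reaction at room temperature.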
bIAP activator: bovine intestinal alkaline phosphatase activators, primary screen, biochemical, bovine IAP, CDP-star luminescence | activation factor at 20 µM | AID 1016, 2008 | 0.17% of 200,000 active | purified bovine IAP, 30 min; stronger effect = higher value; fold of DMSO-control signal, blank-subtracted | alkaline phosphatase, intestinal [Bos taurus];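 active = activation factor of 2 or more at 20 µM, a signal rise over negative controls twice the positive control's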
PMI act satM6P: human PMI activators, high substrate, primary screen, biochemical, fluorescence intensity, near-saturating mannose 6-phosphate | 0.34% of 190,000 active | activation factor at 20 µM | AID 1216, 2008 | Mannose-6-phosphate isomerase (Homo sapiens), P34949 | coupled PMI enzyme assay, resazurin fluorescence, 20 min; stronger effect = higher value; 1 = untreated enzyme, 0 = substrate-free blank;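 active = activation factor of 2 or more at 20 µM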
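Test system: Human PMI in coupled enzyme assay | Input: 15 ng/mL PMI | Medium: HEPES-buffered pH 7.4 with magnesium and detergent | Compound: One concentration, 20 µM, in 1% DMSO | Incubation: Enzyme reaction with compound 20 min at room temperature | Detection: Diaphorase-driven resazurin-to-resorufin fluorescence, excitation 544, emission 590 nm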
Diaph inh CS: diaphorase inhibitors and chemical oxidizers, primary screen, counter-screen for diaphorase-coupled primary assays, biochemical, uHTS, resorufin fluorescence | diaphorase resazurin-to-resorufin fluorescence, NADH, 16 min; bacterial (C. kluyveri) enzyme, not human | inhibition, % at 20 µM | 0.69% of 190,000 active | AID 1217, 2008;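 active = primary screen inhibition at 20 µM above a set limit, cut at about 50% in these data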;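 also: plate controls were DMSO with full reaction for no effect and wells lacking NADH for full effect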
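material = Clostridium kluyveri diaphorase enzyme | amount = 0.14 U/mL diaphorase, enzyme working solution | schedule = incubation 16 min, room temperature | detection = fluorescence of resorufin formed from resazurin, Ex 544/Em 590 nm | benchmarks = positive control minus NADH, DMSO neutral control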
TNAP inh no acc: human TNAP enzyme inhibitors, primary screen, biochemical, luminescent, no phosphate acceptor, uHTS. AID 1012, 2008. purified TNAP, CDP-star luminescence, 30 min. 0.26% of 200,000 active. Alkaline phosphatase, tissue-nonspecific isozyme (Homo sapiens), P05186. inhibition, % at 20 µM;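 active = tissue-nonspecific alkaline phosphatase inhibition above about 50% at 20 µM in the single-dose screen, limit read from the data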;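 also: 0% = DMSO negative control and 100% = EDTA positive control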
L major viab: Leishmania major promastigote growth inhibition, primary screen | Leishmania major promastigotes, resazurin fluorescence viability | inhibition, % at 10 µM | 9% of 200,000 active | AID 1063, 2008; in the data active = inhibition above about 50%;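 also: promastigotes grown with compound for 44 hours at 28 °C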
An asterisk follows results filed as active.

Results for Cc1cccc(-c2nc(CSCC(=O)N3CCN(c4ccccn4)CC3)c(C)o2)c1 ?
Diaphorase act: 1; TNAP act hi DEA: 1; TNAP inh hi DEA: 2; PMI activator: 1.2; bIAP inhibitor: -5; bIAP activator: 1.1; PMI act satM6P: 1; Diaph inh CS: 1; TNAP inh no acc: 8; L major viab: 3

Results for COc1ccc2c(=O)c3c(=O)n(Cc4ccco4)c(-c4ccc(C)cc4)nc3oc2c1 ?
Diaphorase act: 0.8; TNAP act hi DEA: 1; TNAP inh hi DEA: -3; PMI activator: 0.9; bIAP inhibitor: 5; bIAP activator: 1; PMI act satM6P: 1; Diaph inh CS: 24; TNAP inh no acc: -8; L major viab: 59*

What do the screens show for `Cc1ccc(S(=O)(=O)NCc2ccc(C(=O)NC3CC3)cc2)cc1`?
Diaphorase act: 0.9; TNAP act hi DEA: 1; TNAP inh hi DEA: -4; PMI activator: 1; bIAP inhibitor: 3; bIAP activator: 1; PMI act satM6P: 1; Diaph inh CS: 14; TNAP inh no acc: -11; L major viab: -1

What do the screens show for `CCSc1nc2ccccc2n1C(=O)/C=C\c1ccc(OC)c(OC)c1`?
Diaphorase act: 0.8; TNAP act hi DEA: 1.1; TNAP inh hi DEA: -5; PMI activator: 0.9; bIAP inhibitor: 7; bIAP activator: 0.9; PMI act satM6P: 0.9; Diaph inh CS: 18; TNAP inh no acc: -8; L major viab: 90*

How did CC1CN(S(=O)(=O)c2cccc(C(=O)NCCCn3ccnc3)c2)CC(C)O1 (configuration not stated) do in these assays?
Diaphorase act: 0.9; TNAP act hi DEA: 1; TNAP inh hi DEA: -5; PMI activator: 1; bIAP inhibitor: 8; bIAP activator: 0.9; PMI act satM6P: 1; Diaph inh CS: 6; TNAP inh no acc: -10; L major viab: -5

Results for Cc1cc(/C([O-])=C(/C(=S)Nc2ccccc2)[n+]2ccccc2)c(C)n1-c1ccccc1 ?
Diaphorase act: 0.8; TNAP act hi DEA: 1.1; TNAP inh hi DEA: -5; PMI activator: 1; bIAP inhibitor: 8; bIAP activator: 0.9; PMI act satM6P: 1; Diaph inh CS: 20; TNAP inh no acc: 9; L major viab: -15

Results for O=C(CSc1nc(-c2ccc(F)cc2)nc2c1Cc1ccccc1O2)Nc1cccc(C(=O)O)c1 ?
Diaphorase act: 0.4; TNAP act hi DEA: 1.1; TNAP inh hi DEA: -7; PMI activator: 1; bIAP inhibitor: 6; bIAP activator: 0.9; PMI act satM6P: 1; Diaph inh CS: 61*; TNAP inh no acc: -23; L major viab: -13

What do the screens show for `CCOc1ccccc1/C=N/NC(=O)CNC(=O)c1cccs1`?
Diaphorase act: 1; TNAP act hi DEA: 1; TNAP inh hi DEA: 1; PMI activator: 1.1; bIAP inhibitor: 9; bIAP activator: 0.9; PMI act satM6P: 1.1; Diaph inh CS: 3; TNAP inh no acc: 0; L major viab: 4

Results for Cn1nc(C(=O)N2CCN(S(=O)(=O)/C=C/c3ccccc3)CC2)c2ccccc2c1=O ?
Diaphorase act: 0.8; TNAP act hi DEA: 1; TNAP inh hi DEA: -1; PMI activator: 0.7; bIAP inhibitor: 21; bIAP activator: 0.8; PMI act satM6P: 0.9; Diaph inh CS: 16; TNAP inh no acc: -10; L major viab: -2

What do the screens show for `CCOc1ccccc1NC(=O)Nc1ccc(Br)cc1C`?
Diaphorase act: 1; TNAP act hi DEA: 1; TNAP inh hi DEA: -4; PMI activator: 1.1; bIAP inhibitor: -3; bIAP activator: 1; PMI act satM6P: 1.1; Diaph inh CS: -2; TNAP inh no acc: -12; L major viab: 1

What do the screens show for `CS(=O)(=O)N(Cc1ccccc1)c1ccc(C(=O)NCCSc2ccccn2)cc1`?
Diaphorase act: 0.9; TNAP act hi DEA: 0.9; TNAP inh hi DEA: 6; PMI activator: 0.8; bIAP inhibitor: 8; bIAP activator: 0.9; PMI act satM6P: 1; Diaph inh CS: 7; TNAP inh no acc: -6; L major viab: 60*

What do the screens show for `COc1cc(Cl)cc(/C=C/c2ccc3ccccc3n2)c1OC(C)=O`?
Diaphorase act: 0.9; TNAP act hi DEA: 0.9; TNAP inh hi DEA: 9; PMI activator: 0.8; bIAP inhibitor: -5; bIAP activator: 1.1; PMI act satM6P: 0.9; Diaph inh CS: 13; TNAP inh no acc: 0; L major viab: 33

How did CCOC(=O)C1(Cc2ccccc2)CCN(Cc2cnn(C(C)C)c2)CC1 do in these assays?
Diaphorase act: 0.9; TNAP act hi DEA: 1.1; TNAP inh hi DEA: -9; PMI activator: 0.9; bIAP inhibitor: -6; bIAP activator: 1.1; PMI act satM6P: 1; Diaph inh CS: 13; TNAP inh no acc: -12; L major viab: 15

Results for CCOC(=O)N1CCC(N2CCN(Cc3ccc(F)c(F)c3)C(CCO)C2)CC1 (configuration not stated) ?
TNAP act hi DEA: 1.1; TNAP inh hi DEA: -5; bIAP inhibitor: -4; bIAP activator: 1; TNAP inh no acc: -10; L major viab: 84*

How did O=C(CCc1nc2ccccc2c(=O)[nH]1)NC1CCN(Cc2ccccc2)CC1 do in these assays?
Diaphorase act: 0.8; TNAP act hi DEA: 1.1; TNAP inh hi DEA: -8; PMI activator: 0.9; bIAP inhibitor: 5; bIAP activator: 1; PMI act satM6P: 1; Diaph inh CS: 18; TNAP inh no acc: -4; L major viab: -2

What do the screens show for `COc1cc(NS(=O)(=O)c2ccc(C)cc2C)cc(OC)c1OC`?
Diaphorase act: 0.9; TNAP act hi DEA: 1; TNAP inh hi DEA: -1; PMI activator: 0.9; bIAP inhibitor: -5; bIAP activator: 1; PMI act satM6P: 0.7; Diaph inh CS: 11; TNAP inh no acc: -10; L major viab: 11

How did CC(C)c1cc(C(=O)Nc2cc(Br)ccc2O)no1 do in these assays?
Diaphorase act: 0.9; TNAP act hi DEA: 1; TNAP inh hi DEA: 1; PMI activator: 1; bIAP inhibitor: 9; bIAP activator: 0.9; PMI act satM6P: 1; Diaph inh CS: 12; TNAP inh no acc: 6; L major viab: -6

Results for C=CCn1c(SCc2nnc(-c3ccccc3)o2)nnc1C(O)c1ccccc1 (configuration not stated) ?
Diaphorase act: 0.9; TNAP act hi DEA: 1; TNAP inh hi DEA: -3; PMI activator: 0.9; bIAP inhibitor: 6; bIAP activator: 0.9; PMI act satM6P: 0.9; Diaph inh CS: 11; TNAP inh no acc: -8; L major viab: -2

Results for Cc1c(NC(=O)CCC(=O)N2CCCCC2)c(=O)n(-c2ccccc2)n1C ?
Diaphorase act: 0.9; TNAP act hi DEA: 1.1; TNAP inh hi DEA: -7; PMI activator: 1.1; bIAP inhibitor: 10; bIAP activator: 0.9; PMI act satM6P: 1; Diaph inh CS: 6; TNAP inh no acc: 1; L major viab: -6

What do the screens show for `CN1CCN(C2CC(=O)N(Cc3ccc(N4CCCC4=O)cc3)C2=O)CC1` (configuration not stated)?
Diaphorase act: 0.9; TNAP act hi DEA: 1; TNAP inh hi DEA: -3; PMI activator: 0.9; bIAP inhibitor: 4; bIAP activator: 1; PMI act satM6P: 1; Diaph inh CS: 15; TNAP inh no acc: -7; L major viab: -7

Pulled by structure from above, 2 records:
Results for COc1ccc2c(=O)c3c(=O)n(Cc4ccco4)c(-c4ccc(C)cc4)nc3oc2c1 ?
Diaphorase act: 0.8; TNAP act hi DEA: 1; TNAP inh hi DEA: -3; PMI activator: 0.9; bIAP inhibitor: 5; bIAP activator: 1; PMI act satM6P: 1; Diaph inh CS: 24; TNAP inh no acc: -8; L major viab: 59*

How did CC1CN(S(=O)(=O)c2cccc(C(=O)NCCCn3ccnc3)c2)CC(C)O1 (configuration not stated) do in these assays?
Diaphorase act: 0.9; TNAP act hi DEA: 1; TNAP inh hi DEA: -5; PMI activator: 1; bIAP inhibitor: 8; bIAP activator: 0.9; PMI act satM6P: 1; Diaph inh CS: 6; TNAP inh no acc: -10; L major viab: -5

Further structures follow:
Results for Cc1cccc(C)c1N=Cc1c(C(F)(F)F)[nH][nH]c1=O ?
Diaphorase act: 0.8; TNAP act hi DEA: 1; TNAP inh hi DEA: -2; PMI activator: 1.1; bIAP inhibitor: -10; bIAP activator: 1.1; PMI act satM6P: 1; Diaph inh CS: 16; TNAP inh no acc: -21; L major viab: -2

How did CCCCCCCN(C(=O)CCl)c1ccccc1C do in these assays?
Diaphorase act: 0.9; TNAP act hi DEA: 1; TNAP inh hi DEA: 3; PMI activator: 1; bIAP inhibitor: 4; bIAP activator: 1; PMI act satM6P: 1; Diaph inh CS: 10; TNAP inh no acc: -11; L major viab: 14

Results for Cn1nc(N)c2c(-c3ccc(Cl)cc3)c(C#N)c(N)nc21 ?
Diaphorase act: 0.9; TNAP act hi DEA: 1; TNAP inh hi DEA: -4; PMI activator: 1.1; bIAP inhibitor: 22; bIAP activator: 0.8; PMI act satM6P: 1; Diaph inh CS: 6; TNAP inh no acc: -10; L major viab: 1

How did CCOC(=O)Cc1csc(NC(=O)Cc2ccccc2[N+](=O)[O-])n1 do in these assays?
Diaphorase act: 0.9; TNAP act hi DEA: 1; TNAP inh hi DEA: -2; PMI activator: 1.1; bIAP inhibitor: 4; bIAP activator: 1; PMI act satM6P: 0.9; Diaph inh CS: 7; TNAP inh no acc: 7; L major viab: 4

What do the screens show for `Clc1nc(-c2ccccc2)cc(-c2ccccc2)n1`?
Diaphorase act: 0.9; TNAP act hi DEA: 1; TNAP inh hi DEA: -5; PMI activator: 0.9; bIAP inhibitor: -4; bIAP activator: 1; PMI act satM6P: 0.9; Diaph inh CS: 5; TNAP inh no acc: -16; L major viab: -3

How did O=C(NCc1ccco1)C(=S)N1CCCCC1 do in these assays?
Diaphorase act: 0.9; TNAP act hi DEA: 1.1; TNAP inh hi DEA: -8; PMI activator: 1; bIAP inhibitor: 4; bIAP activator: 1; PMI act satM6P: 1; Diaph inh CS: 6; TNAP inh no acc: -13; L major viab: -3
